# PGE2 EP2 inh: human EP2 receptor antagonists, primary screen, TR-FRET cAMP, C6 glioma cells; Prostaglandin E2 receptor EP2 subtype (Homo sapiens), P43116; C6 glioma cells expressing human EP2; cells stimulated with saturating PGE2; inhibition, % at 25 µM; 260,000 compounds, 0.52% hits;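 active = percent inhibition above 40 after rounding to a whole number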;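 note: rat C6 glioma host cells with rolipram phosphodiesterase inhibitor present; the protocol text gives 20 µM as final concentration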
# Ba/F3 V617F tox: reduced viability of JAK2V617F-dependent Ba/F3 cells, primary screen, JAK2V617F inhibitor project, cell-based, Ba/F3 EpoR-JAK2V617F, luminescence; ATP luminescence; inhibition, % at 5.6 µM; 220,000 compounds, 1.1% hits; AID 1446, 2008;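 active = inhibition above the campaign mean plus 3 SD over all tested compounds, cut at about 24% in these data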;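 note: cytokine-independent growth of Ba/F3 cells driven by EpoR plus mutant JAK2; 0% = DMSO-treated cells and 100% = JAK inhibitor I control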
# TbHK1 inh: Trypanosoma brucei hexokinase 1 inhibitors, primary screen, biochemical, G6PDH-coupled NADH absorbance, MLSCN library | recombinant TbHK1, G6PDH-coupled NADH A340 | hexokinase 1 [Trypanosoma brucei] | 220,000 compounds, 0.11% hits | inhibition, % at 10 µM;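 active = inhibition of 50% or more in the single-dose primary screen; inactive = inhibition below 50%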
# p47phox inh: p47phox/p22phox peptide binding inhibitors, primary screen, biochemical, uHTS, NADPH oxidase regulatory subunit. fluorescence polarization, 2 h. Neutrophil cytosol factor 1 (Homo sapiens), P14598. 220,000 compounds, 0.53% hits. inhibition, % at 24.7 µM;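 active = inhibition above about 30%, limit read from the data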;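 note: 0% = p47phox with labelled peptide and 100% = labelled peptide alone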
# Target sequence (P14598 whole entry, looked up): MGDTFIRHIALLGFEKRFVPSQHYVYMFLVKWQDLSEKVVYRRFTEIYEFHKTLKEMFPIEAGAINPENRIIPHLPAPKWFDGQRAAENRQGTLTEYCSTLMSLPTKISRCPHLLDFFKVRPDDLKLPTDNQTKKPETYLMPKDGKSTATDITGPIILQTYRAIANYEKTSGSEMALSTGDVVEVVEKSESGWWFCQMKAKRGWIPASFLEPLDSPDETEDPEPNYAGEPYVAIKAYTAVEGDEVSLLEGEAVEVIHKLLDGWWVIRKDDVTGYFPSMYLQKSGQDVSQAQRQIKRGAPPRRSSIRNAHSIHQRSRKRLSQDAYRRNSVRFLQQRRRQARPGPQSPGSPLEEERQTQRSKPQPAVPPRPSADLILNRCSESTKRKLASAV
# BaF3 tox: parental Ba/F3 cell viability inhibition, counter-screen for JAK2V617F inhibitor project, murine pro-B, CellTiter-Glo luminescence; inhibition, % at 5.6 µM; 220,000 compounds, 1.1% hits; CellTiter-Glo ATP luminescence;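 active = inhibition above a per-campaign cutoff, the mean inhibition of all tested compounds plus 3 SD, cut at about 27% in these data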;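 note: 0% = DMSO wells and 100% = JAK Inhibitor I control wells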
# p97 ATPase inh: inhibitors of human p97 ATPase, primary screen, biochemical | inhibition, % at 8 µM | 220,000 compounds, 0.42% hits | recombinant p97 ATPase, Kinase-Glo ATP luminescence, 3 h; in the data active = inhibition above about 15%;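 note: 0% = DMSO vehicle and 100% = wells lacking enzyme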
# PPC-1+TRAIL kill: compounds killing PPC-1 cancer cells with TRAIL present, primary screen, TRAIL potentiator project, ATPLite luminescence, uHTS; 220,000 compounds, 0.41% hits; PPC-1 cells + TRAIL, ATPLite viability luminescence; cell killing (% activity), % at 4 µM;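 active = cell killing above 50% in the first pass at 4 µM, then a duplicate retest at 5 µM averaging 50% or more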;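 note: plate controls were cells with TRAIL plus DMSO for no effect and medium-only wells lacking cells for full effect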
# RBBP9 inhibitor: human RBBP9 inhibitors, primary screen, biochemical, fluorescence polarization, FP-Rh probe, HTS. Serine hydrolase RBBP9 (Homo sapiens), O75884. recombinant RBBP9. inhibition, % at 7.94 µM. 220,000 compounds, 0.2% hits. AID 1515, 2009;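 active = inhibition above the campaign mean of all tested compounds plus 3 SD, cut at about 14% in these data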;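 note: plate controls were DMSO wells with RBBP9 for no effect and wells lacking RBBP9 protein for full effect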
#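 Assay system: recombinant human RBBP9; Reagent: Serine-hydrolase probe FP-Rh, 375 nM pre-mixing; Doses: 7.94 µM single dose, 0.794% DMSO; Incubation: 30 min then 45 min, 25 °C; Detection: fluorescence polarization (mP), excitation 525 nm, emission 598 nm; Evaluation: percent inhibition from mP, scaled between DMSO and no-protein wells.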
# Furin inh: human furin inhibitors, primary screen, biochemical, fluorescence intensity; P09958; purified furin, fluorogenic substrate cleavage; inhibition, % at 30 µM; 220,000 compounds, 0.061% hits; AID 463115, 2010; in the data active = inhibition above about 25%; note: inactives centre near -15
# Target sequence (P09958 108-714 limits assumed): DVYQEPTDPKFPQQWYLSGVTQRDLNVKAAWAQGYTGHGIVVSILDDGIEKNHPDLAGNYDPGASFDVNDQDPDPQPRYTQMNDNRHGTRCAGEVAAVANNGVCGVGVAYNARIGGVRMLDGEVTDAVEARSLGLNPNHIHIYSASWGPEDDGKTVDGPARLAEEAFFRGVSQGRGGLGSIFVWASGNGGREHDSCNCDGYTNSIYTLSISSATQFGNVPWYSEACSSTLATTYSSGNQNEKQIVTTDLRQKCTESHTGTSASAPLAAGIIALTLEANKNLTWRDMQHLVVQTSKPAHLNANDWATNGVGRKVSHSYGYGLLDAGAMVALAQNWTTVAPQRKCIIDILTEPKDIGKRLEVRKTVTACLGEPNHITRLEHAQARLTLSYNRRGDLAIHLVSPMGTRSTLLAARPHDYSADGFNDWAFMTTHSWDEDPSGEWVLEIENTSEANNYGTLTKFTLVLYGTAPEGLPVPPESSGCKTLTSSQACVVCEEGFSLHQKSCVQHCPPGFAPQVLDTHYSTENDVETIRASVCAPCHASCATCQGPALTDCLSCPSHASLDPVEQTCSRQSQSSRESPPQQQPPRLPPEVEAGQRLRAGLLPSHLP
# An asterisk follows results filed as active; / = not tested or not shown; [ ] = another dose, or the depositor's remark. Some of the compounds tested; rates above refer to the full screens.
SMILES	PGE2 EP2 inh	Ba/F3 V617F tox	TbHK1 inh	p47phox inh	BaF3 tox	p97 ATPase inh	PPC-1+TRAIL kill	RBBP9 inhibitor	Furin inh
CCOc1ccccc1NC(=O)c1cc(S(=O)(=O)N2CCC3(CC2)OCCO3)ccc1F	11.3	-4.7	4.2	-2.4	0.6	9.2	-2.6	-5.9	-14.0
CCN(CC)CCCNC(=O)/C(=C\c1cccn1C)NC(=O)c1cccs1	11.6	-0.1	-36.9	-0.5	4.3	6.0	-12.6	-4.4	21.1
CC(C)C(=O)Nc1ccc(N2CCCC2)cc1	3.6	-2.7	-5.4	-2.9	4.2	1.8	-26.2	-5.2	-12.3[20 µM]
CCCCOc1cccc(-c2nnc(NC(=O)CSc3ccc(C)cc3)s2)c1	11.1	-4.7	22.1	-7.0	-0.1	6.0	0.6	-1.3	-18.2
Cn1nc(C(F)(F)F)c(C(=O)Nc2ccc(C(F)(F)F)cc2)c1Cl	17.1	-2.0	1.1	-11.6	1.8	0.3	19.7	-6.8	-19.8[20 µM]
CC(C)C(=O)NCCCc1ccccc1	12.2	0.5	-0.9	4.7	0.9	-7.7	5.8	-6.5	-17.3[20 µM]
Cc1cc(NS(=O)(=O)c2ccc(NC(=O)c3ccc(Br)o3)cc2)nc(C)n1	4.4	2.6	-7.3	-7.3	7.8	4.0	-1.7	-5.1	-16.6
COC(=O)C1(C(C[N+](=O)[O-])c2ccc(C)cc2)C(=O)NCC1c1ccco1 (stereo not given)	6.5	1.4	-17.7	-60.7	-3.4	-3.5	3.7	-2.2	-7.0
O=C(Nc1ccncc1)c1ccc2c(c1)S(=O)(=O)c1ccccc1C2=O	0.4	1.1	-4.2	3.7	1.7	-0.5	6.6	-11.4	-16.2
O=C(CCNS(=O)(=O)c1cccc2nsnc12)N1CCN(c2ccccn2)CC1	12.4	-4.1	-11.4	1.8	3.8	-2.8	-3.8	-0.7	-14.4[20 µM]
C[C@@H](C(=O)NCC1CC1)[C@H]1C[C@]1(C)[C@H](NC(=O)OCc1ccccc1)c1ccccc1	18.0	-2.4	1.9	5.3	4.6	-0.1	0.3	-10.7	-3.0
CCCCC1=CC2=CC(=O)C(C)(OC(=O)CC)C(=O)C2=CN1CCN1CCOCC1 (stereo not given)	8.4	/	-36.9	-7.0	/	/	2.2	/	-12.0
COc1ccc(C2=NOC(C(=O)N(C)Cc3ccccc3)C2)cc1 (stereo not given)	5.1	5.4	0.5	-4.7	6.5	-3.2	7.6	-5.9	-15.8
Cc1cc(C)c2sc(NNC(=O)C3COc4ccccc4O3)nc2c1 (stereo not given)	5.5	-3.0	-2.6	-11.5	1.6	9.6	-6.6	-2.9	-13.5
COC(=O)CCCC1=CC2=C(c3ccccc3)C(=O)C(C)(OC(=O)C3CCCC3)C(=O)C2=CN1Cc1ccc(OC)cc1 (stereo not given)	12.2	/	-17.0	1.1	/	/	-3.4	/	-7.5
COc1cc(OC)c2c(c1)OC(c1ccc(OC)c(OC)c1)C(O)C2=O (stereo not given)	11.6	-5.4	0.7	-7.3	2.2	2.4	-1.1	0.1	-16.6
Nc1ncnc(Nc2ccc(F)cc2)n1	6.7	1.5	35.7	-4.1	7.2	3.2	25.2	-3.9	-18.8
CCOC(=O)c1c(C)n(C)c2ccc(OC)c(NC(=O)CN3CCN(C4CCCCC4)CC3)c12	3.8	3.9	-8.7	4.4	4.9	-3.3	-2.7	4.1	-20.2[20 µM]
CC(=O)Nc1cnc2ccccc2n1	2.3	-4.1	-16.1	-16.1	-1.5	1.9	-1.2	-7.5	-15.8[20 µM]
O=C(NC1CCCC1)c1ccc2nc[nH]c2c1	14.5	-2.1	-1.2	-13.4	-0.1	-0.4	19.0	-6.4	-25.7[20 µM]
O=C(NCc1ccccc1)NC(=O)c1ccccc1	16.9	-0.6	2.3	-4.5	1.3	5.5	5.8	-2.6	-21.8
Cc1ccsc1/C=C(\C#N)C(=O)NCc1ccco1	6.8	3.5	-12.1	-3.0	5.3	-5.1	-11.8	-11.1	-23.1
COc1ccc(OCc2nc3ccccc3n2C(C)C)cc1	3.1	0.3	0.6	1.0	8.9	0.5	-9.0	-1.1	-14.6
Cc1cc2c(ccc3c2no[n+]3[O-])nn1	2.6	3.4	-5.8	8.4	-2.9	-1.0	0.7	-1.1	-11.3
COC(=O)CCc1nc2cc(Cl)ccc2n(Cc2ccccc2)c1=O	1.8	-2.1	-6.9	-6.9	1.9	-0.7	24.2	-1.5	-13.1
Cc1ccccc1NC(=S)NN1CCN(C)CC1	1.1	-1.8	1.6	-9.9	-1.3	3.3	20.6	-8.7	-7.9[20 µM]
CCN(CC)c1ccc(NC(=O)Cn2ncc3c(C)n(Cc4ccccc4F)c(C)c3c2=O)c(C)c1	8.3	-2.1	-1.4	-2.1	5.1	4.3	6.6	-0.4	-20.0
COc1ccccc1NC(=O)c1ccc(NC(=O)COC(=O)C2CCCCC2)cc1	3.8	-0.3	-4.4	-10.2	1.3	-1.8	27.0	-7.2	-22.0
COc1cc(/C=C(\C#N)C(=O)NCC2CCCO2)ccc1O (stereo not given)	6.6	4.4	6.2	-9.8	9.0	-0.2	34.0	-6.6	-5.8
CC(OC(=O)C1CC1)C(=O)Nc1ccc([N+](=O)[O-])cc1Cl (stereo not given)	1.7	3.6	0.2	-0.6	5.3	-6.4	14.2	-0.7	-18.3
CC1CCCN(C2=NC(=O)/C(=C/c3cn(-c4ccccc4)nc3-c3cccc(S(=O)(=O)N(C)C)c3)S2)C1 (stereo not given)	30.9	-3.8	-25.9	-6.4	-1.1	-2.0	-21.8	-0.8	-17.3
C=CCSc1nc(N)c(C(=O)Nc2ccccc2)cc1C#N	3.3	0.2	-6.7	5.2	4.5	6.1	30.3	-11.4	-7.1[20 µM]
CC1=C(c2ccc(Cl)cc2)[N+](=O)C(C)(C)N1[O-]	4.3	2.1	-10.3	4.0	3.1	2.9	-16.9	-4.2	-14.6
CC(=O)Nc1ccc(S(=O)(=O)NCC(CCC(=O)O)C(F)(F)F)cc1 (stereo not given)	7.2	0.0	0.2	5.9	0.2	-2.1	-17.6	-9.0	-21.5
CCN(CC(=O)N1CCOCC1)S(=O)(=O)c1ccc(C)cc1	9.3	0.1	1.1	-8.8	2.9	-2.1	2.3	2.4	-10.6[20 µM]
COc1cccc(NC(=O)c2nn(C)cc2Br)c1	8.1	2.4	3.8	/	7.2	-7.7	/	-1.8	-21.1[20 µM]
COc1cccc(-c2nnc(SCCOc3ccc4c(C)cc(=O)oc4c3)o2)c1	14.9	3.2	-13.2	-5.8	5.7	-3.8	17.2	2.1	-12.2[20 µM]
O=C(OCc1cc(Cl)ccc1OC(F)F)c1cncc(Br)c1	5.1	-3.5	3.9	-3.7	4.5	0.5	-0.3	-11.6	-22.4
COc1ccc(CN=C2NC(=O)CC(C(=O)Nc3ccc(Cl)cc3)S2)cc1 (stereo not given)	9.8	-2.5	38.8	1.3	0.0	5.0	20.3	-6.2	-10.5
Cc1ccc(C)c(N(C(=O)Cn2nnc(-c3cccs3)n2)C(C(=O)NC2CC2)c2ccc(C)o2)c1 (stereo not given)	4.4	-1.2	10.9	-13.2	2.6	-0.6	6.4	-4.6	-19.4
COc1ccc(N2CC(C(=O)Nc3ncccc3C)CC2=O)cc1 (stereo not given)	10.3	-2.7	-1.0	-3.6	101.2*	3.0	5.4	-0.7	-18.5[20 µM]
Nc1nc(COc2ccc(F)cc2)nc(N2CCCCC2)n1	6.6	-1.7	-4.8	-0.7	-0.1	1.1	17.6	2.9	-27.0
COC(=O)c1ccccc1NC(=O)N1CCN(c2ccccc2)CC1	4.8	5.9	-0.6	-5.0	11.6	-1.9	11.4	-3.2	-12.5
O=C(Nc1cccc([N+](=O)[O-])c1)c1ccc(CSc2ccccc2)cc1	7.3	-0.4	1.2	-4.5	0.4	-7.2	11.0	-2.8	-8.9
COc1ccc(C(=O)O/N=C/c2c(C(F)(F)F)nn(C)c2SCc2ccccc2Cl)cc1	-2.2	-1.9	3.6	9.0	0.6	2.5	1.3	0.9	-15.7
CCOC(=O)C(=CNc1cccnc1Oc1ccc(C)c2c1CCC2)C(=O)OCC	3.1	-0.2	-28.4	-8.7	-0.3	-6.7	-15.2	-4.4	-15.4
CC(=O)Nc1nnc(-c2ccco2)o1	4.2	-0.6	-7.1	/	-0.7	0.5	-12.1	5.3	-30.7
C=CCN1C(=O)C(CC(=O)Nc2ccc(C)cc2)SC1=Nc1c(C)n(C)n(-c2ccccc2)c1=O (stereo not given)	4.0	-3.4	-10.4	-8.1	-1.1	-4.7	27.7	-7.3	-22.2[20 µM]
O=C(Oc1ccc(N(Cc2cccs2)C2=NS(=O)(=O)c3ccccc32)cc1)c1ccccc1Cl	8.6	-2.0	-1.7	-4.3	2.5	0.4	-7.1	-6.8	-12.9[20 µM]
CCOC(=O)c1cc2c(=O)n3ccccc3nc2n(C(C)C)c1=NC(=O)c1c(-c2ccccc2Cl)noc1C	8.1	2.4	-7.9	-7.1	8.8	-1.0	14.8	-5.7	-17.1

# (more compounds)
SMILES	PGE2 EP2 inh	Ba/F3 V617F tox	TbHK1 inh	p47phox inh	BaF3 tox	p97 ATPase inh	PPC-1+TRAIL kill	RBBP9 inhibitor	Furin inh
O=C(CN1CCN(Cc2ccccc2)CC1)Nc1ccc2c(c1)CCC2	6.5	3.2	-2.9	0.7	7.0	-3.5	-7.6	3.9	-25.1
Cn1c(SCc2ccccn2)nnc1-c1ccncc1	3.5	1.2	-1.0	4.8	8.2	2.9	-1.9	3.2	-17.8
Cc1cc(C)n(-c2nc3ccccc3nc2Nc2ccc3[nH]c(=O)[nH]c3c2)n1	9.3	-2.9	-6.1	-22.8	1.7	4.7	11.9	-2.6	-1.2[20 µM]
O=C(NC1CC1)C1=C[C@@H](C2CC2)C[C@@H](OCc2ccc(CO)cc2)O1	8.0	/	-12.2	-11.3	/	/	-14.3	/	-24.2
CCCOc1ccc(C(C)=O)cc1CC(C(=O)OCC)C(=O)OCC	5.8	-1.9	-2.7	-7.2	-3.0	0.1	-2.1	-2.7	-35.7[20 µM]
O=C(c1cccs1)N1CCN(C(=O)c2ccco2)c2ccccc2C1	6.8	-0.5	4.4	1.6	1.1	7.4	-9.7	-5.1	-10.9
O=c1c(-c2ccc(F)cc2)[n+]([O-])c2ccccc2n1OCc1ccccn1	5.5	1.9	-13.3	1.3	7.2	-4.2	-1.8	-6.5	5.7

# Reprinted at random: 2 entries already listed, in no set order.
SMILES	PGE2 EP2 inh	Ba/F3 V617F tox	TbHK1 inh	p47phox inh	BaF3 tox	p97 ATPase inh	PPC-1+TRAIL kill	RBBP9 inhibitor	Furin inh
O=C(NC1CC1)C1=C[C@@H](C2CC2)C[C@@H](OCc2ccc(CO)cc2)O1	8.0	/	-12.2	-11.3	/	/	-14.3	/	-24.2
CCCOc1ccc(C(C)=O)cc1CC(C(=O)OCC)C(=O)OCC	5.8	-1.9	-2.7	-7.2	-3.0	0.1	-2.1	-2.7	-35.7[20 µM]

# Screening results from PubChem.
